FUS yeast rescue: FUS proteinopathy suppression in yeast. S. cerevisiae FUS-expressing, growth rescue, OD600, 24 h. Potency, µM (series often up to 76.6 µM), for inactives: at the highest dose growth rescue (activation), hits mostly activators. 390,000 compounds, 0.24% hits;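 also: potency is read from the fitted curve at half-maximal effect; plate controls were DMSO vehicle for no effect and reference control for full effect; nearly all actives have a fitted effect of over 55% in size; some results filed as inactive show a strong effect at the top dose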
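Restored growth of FUS-toxic S. cerevisiae, read as 600 nm absorbance after 24 h at 30C in galactose medium (starting OD 0.005). Controls CP55940 and DMSO.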
Abeta yeast res: restores growth of yeast expressing A-beta42 peptide. yeast expressing A-beta42, growth rescue, OD600, 48 h; response scale: 0% DMSO, 100% iron-clioquinol control. Potency, µM (top dose mostly 46.1 µM), inactives show at the top dose growth rescue, actives largely listed as activators. 410,000 compounds, 0.063% hits. AID 1347071; also: potency is read from the fitted curve at half-maximal effect; nearly all actives have a fitted effect of over 55% in size
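Yeast A-beta toxicity model in growth medium with pinned compounds, 48 h at 30 C; growth read as absorbance at 600 nm. Normalized to FeCl3/clioquinol equimolar mix (positive) and DMSO (negative).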
WRN inhibitor: blocks human WRN helicase; WRN helicase unwinding, fluorescent forked duplex, kinetic; Potency, µM (top dose mostly 114 µM), without a hit: top-dose activity change, negative = inhibition, actives largely listed as inhibitors; Q14191; 360,000 compounds, 0.46% hits; also: potency is read from the fitted curve at half-maximal effect; % is scaled to controls: 0 for no effect and ±100 for the full control effect; nearly all actives have a fitted effect of over 55% in size
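Kinetic red-fluorescence monitoring (525/598 nm) tracks WRN helicase activity after 100 nM fluorophore-quencher forked duplex and 2 mM ATP are added to 20 nM enzyme pretreated 15 min at room temperature with compound.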
PI5P4K alpha inh: inhibitors of human PI5P4K alpha | PI5P4Kalpha enzyme, ADP-Glo luminescence, 60 min; active compounds read low | max response, % | 330,000 compounds, 1.2% hits; active = max response of -50% or lower; inconclusive = between -30% and -50%; inactive = -30% or higher; also: value at the top dose of about 77 µM; % is scaled to controls: 0 for no effect and ±100 for the full control effect
Target sequence (P48426 whole entry, looked up): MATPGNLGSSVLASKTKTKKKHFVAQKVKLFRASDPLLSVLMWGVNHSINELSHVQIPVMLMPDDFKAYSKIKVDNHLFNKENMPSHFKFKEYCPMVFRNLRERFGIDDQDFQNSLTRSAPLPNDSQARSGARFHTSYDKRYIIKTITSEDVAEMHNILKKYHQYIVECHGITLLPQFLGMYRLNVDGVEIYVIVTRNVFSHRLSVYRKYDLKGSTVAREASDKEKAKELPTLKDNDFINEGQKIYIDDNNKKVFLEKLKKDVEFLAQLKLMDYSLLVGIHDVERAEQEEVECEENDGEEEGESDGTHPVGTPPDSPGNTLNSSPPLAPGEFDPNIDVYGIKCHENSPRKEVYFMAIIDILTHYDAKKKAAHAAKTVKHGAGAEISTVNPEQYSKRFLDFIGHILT
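ADP-Glo luminescence end-point read after a 60 min room-temperature kinase reaction of PI5P4Kalpha plus substrate, initiated with ATP at 5 microM final. Buffer: 0.038 M HEPES pH 7.4, EGTA, 0.1% CHAPS, 5% DMSO.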
EPAC1 ag: agonists of human EPAC1. O95398. EPAC1 agonist qHTS, biochemical assay; response scale: 100% = response to 6.5 mM cAMP. 360,000 compounds, 0.073% hits. Potency, µM (top dose mostly 154 µM), without a hit: at the top dose activation, usual class: activators; also: potency is read from the fitted curve at half-maximal effect; nearly all actives have a fitted effect of over 60% in size
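Normalized to 6.5 mM cAMP, activity reflects EPAC1-catalysed release of BODIPY-GDP from Rap1B, followed kinetically over 30 min at 480 nm excitation, 540 nm emission. Reaction contained 100 nM EPAC1, 250 nM Rap1B-BODIPY-GDP, 50 uM GDP.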
PLK1 PBD block: inhibitors of human PLK1 polo-box domain binding. Plk1 PBD binding of FITC phosphopeptide, fluorescence polarization. Potency, µM, for the others: max response, negative = inhibition, actives largely listed as inhibitors. 360,000 compounds, 2.8% hits; also: potency is read from the fitted curve at half-maximal effect; series mostly up to about 57 µM; % is scaled to controls: 0 for no effect and ±100 for the full control effect; nearly all actives have a fitted effect of over 65% in size
Target sequence (P53350 whole entry, looked up, the tested form may be a part): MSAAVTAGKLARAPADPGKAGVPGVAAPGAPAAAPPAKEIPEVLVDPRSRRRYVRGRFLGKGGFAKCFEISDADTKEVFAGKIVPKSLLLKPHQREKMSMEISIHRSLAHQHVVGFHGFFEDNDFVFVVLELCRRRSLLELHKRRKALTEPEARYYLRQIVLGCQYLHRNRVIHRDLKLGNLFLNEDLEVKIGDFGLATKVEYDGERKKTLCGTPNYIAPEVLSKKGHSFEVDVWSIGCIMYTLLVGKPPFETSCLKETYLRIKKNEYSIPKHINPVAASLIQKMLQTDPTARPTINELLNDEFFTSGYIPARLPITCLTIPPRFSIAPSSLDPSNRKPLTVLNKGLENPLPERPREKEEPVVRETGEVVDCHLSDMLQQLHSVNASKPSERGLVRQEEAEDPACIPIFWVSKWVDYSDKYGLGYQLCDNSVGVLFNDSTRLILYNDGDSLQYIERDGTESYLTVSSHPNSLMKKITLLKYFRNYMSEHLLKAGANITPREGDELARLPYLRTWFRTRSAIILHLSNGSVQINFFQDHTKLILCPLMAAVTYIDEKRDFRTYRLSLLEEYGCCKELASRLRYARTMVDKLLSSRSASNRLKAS
aSyn yeast inh: rescues yeast growth from alpha-synuclein toxicity | Yeast expressing alpha-synuclein, growth rescue, BacTiter-Glo, 24 h | Potency, µM (titrated, usually from 46.1 µM), without a hit: top-dose growth rescue (activation), actives largely listed as activators | 370,000 compounds, 0.14% hits | AID 652106; also: potency is read from the fitted curve at half-maximal effect; % of control where 0% means no effect; nearly all actives have a fitted effect of over 65% in size
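Rescue of yeast growth: cells expressing toxic alpha-synuclein, induced in galactose at OD600 0.02, incubated with compound 24 h at 30 C. ATP luminescence quantified growth; inhibitors of toxicity appear as activators.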
EPAC1 antagonist: EPAC1 (human) antagonism; EPAC1 GEF assay, Rap1b-BODIPY-GDP exchange fluorescence; 360,000 compounds, 0.14% hits; Potency, µM (highest dose often 115 µM), for inactives: at the highest dose activity change, negative = inhibition, usual class: inhibitors; O95398; AID 720709;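 also: potency is read from the fitted curve at half-maximal effect; plate controls were vehicle for no effect and positive control for full effect; nearly all actives have a fitted effect of over 50% in size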
IL-2 act: IL-2 activation | activation, % (series mostly up to about 46 µM) | 360,000 compounds, 0.065% hits | AID 652025 | IL-2 activation reporter assay, cell-based qHTS; stimulated with anti-CD3/CD4/CD28 beads; in transgenic mouse T cells; in the data active = activation above about 50%; inconclusive = mostly about 30% to 49%; also: 0% is about no effect
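Unstimulated transgenic mouse T cells; 60-min compound exposure; bead-based TCR/CD4/CD28 stimulation; 18 h culture, 37 degrees C; dual fluorescence (EGFP, DsRed) plate cytometry.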
Active calls of the source: *; ? = inconclusive; . = not tested or not shown; & = joins results of further samples; [ ] = another dose, or the depositor's remark. Unless noted, calls follow the shape of the dose curve; as a rule, active = well fitted curve in the direction sought with a large enough effect; inconclusive = small, poorly fitted or top-dose-only effect, or another doubt; inactive = no such curve, though single readings can be large; an effect the other way counts as inactive or inconclusive.

nr	SMILES	FUS yeast rescue	Abeta yeast res	WRN inhibitor	PI5P4K alpha inh	EPAC1 ag	PLK1 PBD block	aSyn yeast inh	EPAC1 antagonist	IL-2 act
1	COc1ccc(NC(=O)C2CCCN(S(=O)(=O)c3c(C)[nH]c(=O)[nH]c3=O)C2)cc1OC (configuration not stated)	25%&-10%	-10%&-1%	-1%[57.1 µM]	-7	6%	?	-4%	1%	-0.4
2	CCOC(=O)c1c(NC(=O)C2COc3ccccc3O2)sc2c1CCN(Cc1ccccc1)C2 (configuration not stated)	.	-22%	-9%	-5	2%	3%	-14%	-12%	-1.8
3	O=C(COC(=O)CNC(=O)c1cccc([N+](=O)[O-])c1)Nc1cccc(S(=O)(=O)N2CCCCC2)c1	.	1%	-25%	8	6%	1%	0%	5%	0.1
4	O=C(Nc1cc(S(=O)(=O)N2CCOCC2)ccc1N1CCCC1)c1cc(F)c(F)cc1Cl	11%	-9%	8%	1	-5%	-9%	2%	15%	1.9
5	Cc1nc(-c2nc(-c3c(C(=O)NN)noc3C)cs2)cs1	13%	-8%	-6%	0	-4%	-19%	-7%	-9%	-0.8
6	COc1cc(C=C2C(=O)OC(C)(C)OC2=O)cc(Cl)c1OCC(=O)Nc1ccccc1	4%	1%	-10%	-4	1%	?	-9%	0%	-1.7
7	COc1ccc(OC)c(C(=O)NC(CC(N)=O)c2ccc(NCc3ccc(F)c(F)c3)c([N+](=O)[O-])c2)c1 (configuration not stated)	-8%	-9%	16%	1	6%	-10%	4%	-25%	0.6
8	COc1ccc2oc(=O)cc(CN3CCOCC3)c2c1	8%	4%	6%	-1	0%	-4%	4%	21%	-0.4
9	CC1(C)CC(=O)C=C(c2ccc(COC(=O)Cc3ccccc3)cc2)C1=O	29%	5%	-4%	-1	-2%	2%	-6%	-16%	-2.6
10	CCS(=O)(=O)N1CCC(C(=O)NCCCN2CCC(Cc3ccccc3)CC2)CC1	26%	4%	-1%	.	-3%	-8%	-4%	-6%	-2.5
11	CC(=O)c1ccc(N(CC(=O)NC2CCCC2)C(=O)CNC(=O)c2ccco2)cc1	10%	-6%	1%	-1	-8%	-4%	-4%	10%	-0.9
12	CCCCC(=O)N1CCCC(C)C1 (configuration not stated)	-19%	9%	7%	5	-2%	-13%	4%	?	-3.2
13	O=C(C[n+]1cc(-c2ccc(F)cc2)n2c1CCC2)Nc1nc(-c2ccccc2)cs1	11%	6%	16%	-2	1%	-1%	-8%	12%	-0.7
14	CCOc1ccc(N(CC(=O)Nc2ccccc2C(=O)N2CCCC2)S(C)(=O)=O)cc1	4%	5%	2%	0	4%	-1%	-2%	-11%	3.3
15	S=c1[nH]nc(-c2cccc(Cl)c2)n1CCN1CCCCC1	.	-3%	-21%	0	-7%	?	-4%	2%	0.7
16	O=C(CSc1ccccn1)Nc1cccc([N+](=O)[O-])c1	9%	6%	-30%	?	7%	19µM*	11%	-2%	-2.3
17	CC1(C)NC(=O)N(CC(=O)O)C1=O	-14%	-13%	10%	0	-5%	-4%	-3%	10%	-2.6
18	Cc1nc(SCC(=O)CC(=O)OC(C)C)c(C#N)c(C)c1C	18%	8%	-3%	.	-1%	-22%	5%	2%	-1.4
19	CCOC(=O)C1(CC)NC(c2ccco2)C2C(=O)N(c3ccc(C)cc3)C(=O)C21 (configuration not stated)	21%	-6%	-5%	-1	7%	-23%	-2%	1%	-1.7
20	COc1ccc(C2C(C(=O)C(C)(C)C)=C(O)C(=O)N2Cc2ccccc2)cc1 (configuration not stated)	.	4%	-14%	2	-1%	-9%	-4%	-3%	-1.8
21	COc1ccc(C(=O)OCC(=O)NCc2ccc3c(c2)OCO3)cc1S(=O)(=O)N1CCOCC1	.	0%	-2%	-15	-4%	-4%	-17%	7%	-3.6
22	CCCc1ccc2oc(C(=O)NCc3nnc(C)o3)c(C)c2c1	15%	-4%	1%	3	-12%	1%	2%	1%	-0.8
23	CCc1nc2c(OCc3cccc(Cl)c3)cccn2c1N(C)C(=O)c1ccncc1	-6%	-15%	1%[57.1 µM]	6	1%	-4%	-3%	-17%	0.5
24	COc1cc(OC)cc(C(=O)Nc2ccc(C(=O)Nc3ccccc3OC)cc2)c1	35%	-4%	10%	4	11%	-11%	-4%	-10%	-0.4
25	Cc1ccc(NCc2nnc(SCC(=O)N(Cc3ccccc3)C(C)(C)C)o2)c(C)c1	43%	17%	-8%	.	10%	-2%	14%	-14%	6.0
26	[O-][n+]1onc2c1CCC1N(O)C(c3ccccc3)CC21O (configuration not stated)	13%	4%	-8%	.	3%	-4%	1%	0%	-0.5
27	CC(C)CC(NC(=O)c1ccccc1)C(=O)N/N=C/c1ccco1 (configuration not stated)	8%	5%	-13%	-18	-13%	-6%	-7%	-1%	0.3
28	CC(C)(C)c1nnc(NC(=O)c2cc(-c3ccccc3)nc3ccccc23)s1	37%	6%	3%[57.1 µM]	-24	-10%	24µM*	-5%	-9%	-2.4
29	NC(=O)c1cccc(C(N)=O)n1	-15%	4%	-1%	0	2%	-4%	0%	-10%	0.9
30	CCOc1ncccc1C(=O)Nc1nc(C(C)(C)C)cs1	-2%	-12%	-3%	4	-10%	1%	5%	-14%	1.6
31	CC1(C(=O)NS(=O)(=O)C2CC2)CCCN(C(=O)C2(c3ccc(Cl)cc3)CCCC2)C1 (configuration not stated)	2%	-3%	8%	0	4%	-1%	1%	-3%	1.1
32	COc1ccc([C@H]2/C=C\CN(C(=O)C3CCCC3)[C@@H](C)C(=O)N2Cc2ccc(F)cc2)cc1	38%	8%	-4%	2	-1%	-5%	1%	-19%	-3.5
33	Cc1ccc(/C=c2\s/c(=C(/C#N)C(=O)N3CCCC3)n(Cc3ccco3)c2=O)s1	?	-2%	0%[11.6 µM]	-16	1%	-24%	4%	0%	0.4
34	O=C1c2ccccc2S(=O)(=O)c2cc(N3CCN(c4ccccn4)CC3)ccc21	-12%	-16%	1%	1	4%	-4%	0%	0%	0.4
35	COC(=O)C1OCOC2C(C(=O)OC)OCOC12 (configuration not stated)	-18%	-12%	8%	-5	8%	-6%	-12%	-16%	1.1
36	CN(CC(=O)Nc1ccccc1Cl)C(=O)c1ccc(-c2cccc(C(F)(F)F)c2)o1	12%	3%	-1%	2	-20%	?	-3%	?	0.9
37	COc1ccc(CC(=O)Nc2nc3n(n2)C(c2ccccc2)CC(=O)N3)cc1OC (configuration not stated)	13%	1%	-1%	-3	7%	-10%	0%	-4%	1.5
38	CCOC(=O)c1ccc(NC(=O)Cn2nnc(-c3ccccc3F)n2)cc1	15%	15%	-12%	0	-1%	0%	9%	-17%	-2.1
39	COCCN(C(=O)CNC(=O)c1ccco1)C(C(=O)NC1CCCC1)c1ccccc1F (configuration not stated)	-1%	1%	-2%	7	-1%	1%	-2%	-18%	0.9
40	O=C(CSc1nc(=O)n2ccccc2n1)Nc1ccc2c(c1)OCCO2	1%	4%	-5%	5	6%	-9%	-4%	-6%	-5.4
41	Cc1cnc(C(=O)OCC(=O)Nc2ccc(C)c(S(=O)(=O)N3CCCCCC3)c2)cn1	26%	7%	-13%	0	2%	-4%	4%	-11%	-2.6
42	O=C(COC(=O)c1ncc(Cl)c(Cl)c1Cl)Nc1cccnc1Cl	14%	11%	-18%	3	-51%[inhibitor]	-9%	0%	0%	0.2
43	CC(=O)N1CCN(C(=O)CCC(=O)O)CC1	0%	-2%	-4%	4	8%	-8%	-2%	-8%	-0.1
44	CC(=O)Oc1ccc(C(=O)Nc2ccccc2C(=O)N2CCCC2)cc1	-2%	3%	-4%	3	-5%	-12%	-7%	-10%	-0.7

Among those listed so far, these contain a Cl atom:
nr	SMILES	FUS yeast rescue	Abeta yeast res	WRN inhibitor	PI5P4K alpha inh	EPAC1 ag	PLK1 PBD block	aSyn yeast inh	EPAC1 antagonist	IL-2 act
4	O=C(Nc1cc(S(=O)(=O)N2CCOCC2)ccc1N1CCCC1)c1cc(F)c(F)cc1Cl	11%	-9%	8%	1	-5%	-9%	2%	15%	1.9
6	COc1cc(C=C2C(=O)OC(C)(C)OC2=O)cc(Cl)c1OCC(=O)Nc1ccccc1	4%	1%	-10%	-4	1%	?	-9%	0%	-1.7
15	S=c1[nH]nc(-c2cccc(Cl)c2)n1CCN1CCCCC1	.	-3%	-21%	0	-7%	?	-4%	2%	0.7
23	CCc1nc2c(OCc3cccc(Cl)c3)cccn2c1N(C)C(=O)c1ccncc1	-6%	-15%	1%[57.1 µM]	6	1%	-4%	-3%	-17%	0.5
31	CC1(C(=O)NS(=O)(=O)C2CC2)CCCN(C(=O)C2(c3ccc(Cl)cc3)CCCC2)C1 (configuration not stated)	2%	-3%	8%	0	4%	-1%	1%	-3%	1.1
36	CN(CC(=O)Nc1ccccc1Cl)C(=O)c1ccc(-c2cccc(C(F)(F)F)c2)o1	12%	3%	-1%	2	-20%	?	-3%	?	0.9
42	O=C(COC(=O)c1ncc(Cl)c(Cl)c1Cl)Nc1cccnc1Cl	14%	11%	-18%	3	-51%[inhibitor]	-9%	0%	0%	0.2
